Source: PubChem
WT yeast gro inh – growth inhibition of WT yeast, mitochondrial fusion screen. inhibition, % at 10 µM. mitochondrial fusion phenotypic screen, WT strain. 2.1% of 190,000 active; in the data active = inhibition above about 58%; tested in S. cerevisiae
T cell modulator – modulates CD8 T cell binding to vesicles; 2C CD8+ T cell-vesicle binding, flow cytometry; active compounds read low; calls only at 7 µM; 0.068% of 330,000 active; AID 2052;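 active = response, share of CD8 T cells binding vesicles, and their 90th percentile fluorescence all below set limits, cut at about 80% in these data, passing the limit was not always enough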
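Read-out – percent CD8+ FL2 mean versus row control · System – murine 2C transgenic CD8+ T lymphocytes · Times – 1.5 h cell–vesicle binding at 37 °C, then 20 min icy labelling · Control set – naked vesicles low, QL9 vesicles with vehicle high · Detection – cytometric PE anti-B7-1 and Alexa647 anti-CD8 signals after 1% paraformaldehyde fixation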
Myeloid diff MLP – myeloid differentiation induction; ER-HoxA9 myeloid progenitors, lysozyme-GFP differentiation, flow cytometry; calls only at 10 µM; 1% of 360,000 active; AID 624256;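 active = normalized GFP-positive differentiation at or above the plate's own cutoff, the solvent-only control mean plus 3 SD; inconclusive = no clear call, values can overlap the other calls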;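 note: cells exposed to compound for four days before flow analysis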
MgcRacGAP inhibition – MgcRacGAP GTPase-activating activity inhibitors, confirmation, biochemical, ADP Hunter fluorescence; MgcRacGAP-stimulated Rac1 GTP hydrolysis, ADP Hunter fluorescence; higher % means a stronger effect; GST-tagged Rac1 F28L mutant substrate; inhibition, % at 30 µM, or IC50 in µM where a hit was titrated; 0.6% of 340,000 active; AID 624330;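 active = first-screen hits whose inhibition reached a set limit at any dose in the follow-up dose series; inconclusive = inhibition above the set first-screen limit but never retested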;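 note: fluorescence reports GDP produced by GAP-driven GTP hydrolysis; strong numbers were not always called active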
Large T inhibition – SV40 large T antigen inhibitors, biochemical (AID 1903). one-dose inhibition, % at 20 µM; IC50 in µM for titrated hits. SV40 large T antigen ATPase/helicase inhibition assay; higher % means a stronger effect. 0.39% of 310,000 active; in the data active = a potency from the dose series; inconclusive = inhibition mostly from about 32% at the one dose, without a potency; inactive = the rest, 99 in 100 with inhibition below about 32%; note: strong numbers were not always called active
bCat nuc transl – alters nuclear translocation of beta-catenin in HeLa cells. immunofluorescence imaging. 0.3% of 190,000 active. AID 1665. nuclear translocation activity, % at 5 µM;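 active = nuclear translocation activity above 50% at 5 µM, with a well cell count of 50 or more; inconclusive = wells under 50 cells across six images, flagged as toxic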;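 note: per-cell ratio of nuclear to cytoplasmic median beta-catenin stain intensity; plate controls were DMSO negative control for no effect and GSK-3 inhibitor IX positive control for full effect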
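Test system: human HeLa cells, native beta-catenin. Compound dosing: 5 µM primary single dose, 0.1% DMSO, 0.02–20 µM confirmation series. Incubation: compound exposure 24 h at 37°C. Detection: beta-catenin immunostaining with DAPI counterstain, 20x imaging, 6 fields/well. Read-out basis: Nuclear/cytoplasmic beta-catenin signal ratio, % activation.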
RSV antiviral HEp-2 – inhibition of RSV-induced cytopathic effect – HEp-2 cells, primary 10 µM value included (AID 2391); HEp-2 cells, RSV-induced CPE inhibition; higher % means a stronger effect; CPE inhibition, % at 10 µM, or IC50 in µM where a hit was titrated; 0.13% of 310,000 active; in the data active = a potency from the dose series; inconclusive = CPE inhibition mostly from about 23% at the one dose, without a potency; inactive = the rest, 99 in 100 with CPE inhibition below about 21%; note: strong numbers were not always called active
West Nile antiviral – inhibition of WNV-induced cytopathic effect – cell-based, CPE readout (AID 1621) | 0.02% of 290,000 active | CPE inhibition, % at 10 µM, or IC50 in µM where a hit was titrated | West Nile virus-infected cells, CPE inhibition; higher % means a stronger effect; in the data active = a potency from the dose series; inconclusive = CPE inhibition mostly from about 3.7% at the one dose, without a potency; inactive = the rest, 99 in 100 with CPE inhibition below about 2.2%; note: strong numbers were not always called active
Salmonella PhoP GFP – PhoP-dependent GFP reporter repression – Salmonella Typhimurium, primary screen (AID 1863); S. Typhimurium PhoP-regulated promoter GFP reporter, 4 h; higher % means a stronger effect; inhibition, % at 50 µM; hits with a dose series show IC50 in µM; 0.16% of 300,000 active;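 active = inhibition over 29.93%, a cutoff 3 SD above the screen mean, later confirmed by dose response; inconclusive = inhibition over 29.93% but no dose response follow-up; inactive = inhibition at most 29.93% or unconfirmed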;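 note: 0% = low Mg2+ inducing control and 100% = high Mg2+ repressing control; strong numbers were not always called active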
WT yeast gro inh mutant strain – second read-out of WT yeast gro inh, no call of its own (marks repeat the call); inhibition, %; mitochondrial fusion phenotypic screen, mutant strain inhibition
bCat nuc transl cell count 5 µM – recorded beside bCat nuc transl, whose call it bears; cell count; measured here: cell count, cytotoxicity flag
T cell modulator vesicle-bound % – recorded beside T cell modulator, whose call it bears; double positive events, %; measured here: CD8+ vesicle-bound cell fraction;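 binding gate set so that unloaded-vesicle control wells show 10% double positive cells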
Myeloid diff MLP GFP+ MAC1+ % – further read-out of Myeloid diff MLP, marked with its call; GFP+ MAC1+ double positive, %; measured here: differentiation confirmed by MAC1 staining
* hit, by the source's call; i = inactive; ? = inconclusive; . = not tested or not shown; + = active, no number.

SMILES | WT yeast gro inh | WT yeast gro inh mutant strain | T cell modulator | T cell modulator vesicle-bound % | Myeloid diff MLP | Myeloid diff MLP GFP+ MAC1+ % | MgcRacGAP inhibition | Large T inhibition | bCat nuc transl | bCat nuc transl cell count 5 µM | RSV antiviral HEp-2 | West Nile antiviral | Salmonella PhoP GFP
COc1ccc(C(=O)COC(=O)CN2C(=O)C3C4CCC(C4)C3C2=O)cc1 (centres undefined) | . | . | i | 15 | i | 0.5 | 4% | -7% | . | . | 0.9% | 0.1% | 2%
Cn1nnc2ccccc2c1=O | -9 | 4 | i | 60 | i | 0.2 | 2% | 6% | -2.6 | 1141 | 0.2% | 0.2% | 4%
O=C(NCCNC(=O)c1ccccc1)c1ccccc1 | . | . | i | 29 | i | 0.1 | 4% | 14% | 0.5 | 1369 | 0.7% | 0.1% | 0%
C=CCOc1ccc(CNc2nn[nH]n2)cc1 | 2 | 2 | i | 58 | i | 0.4 | 1% | -11% | -1.0 | 1142 | 0.5% | 0.9% | 33%
CCOc1ccc(NS(=O)(=O)c2ccc3c(c2)oc(=O)n3C)cc1 | -1 | -3 | i | 50 | i | 1.0 | 3% | 10% | 0.6 | 1113 | 3.5% | -1.2% | -3%
Cc1cccn2cc(CNC(=O)CC3CCCC3)nc12 | 9 | -9 | i | 6 | i | 0.8 | 10% | 10% | . | . | 1.2% | -0.2% | 8%
COc1ccc(OC)c(NC(=O)CSc2nnnn2-c2ccccc2F)c1 | 7 | -12 | i | 22 | i | 1.4 | -1% | 10% | -3.9 | 808 | 0.3% | -0.2% | 4%
COc1cccc(N(C(=O)CNC(=O)c2ccco2)C(C(=O)NC2CCCC2)c2cccnc2)c1 (centres undefined) | . | . | i | 28 | ? | . | 5% | 4% | . | . | 2.0% | -0.6% | 1%
O=S(=O)(Nc1nc2ccccc2nc1Nc1ccc2c(c1)OCCO2)c1cccs1 | 32 | 4 | i | 56 | i | 7.9 | 1% | 17% | -9.6 | 1127 | 6.7% | -0.4% | -10%
Cc1cc(C)nc(N2CCC(C(=O)NCc3cccs3)CC2)n1 | 7 | 11 | i | 12 | i | 10 | 1% | 4% | -0.8 | 1118 | 1.5% | -0.6% | 0%
COc1ccc(N2CC(C(=O)Nc3nnc(SCc4ccccn4)s3)CC2=O)cc1 (centres undefined) | -12 | 16 | i | 47 | i | 0.4 | 4% | 13% | -1.3 | 1148 | 0.5% | -0.3% | -10%
O=C(/C=C/c1cccc(Cl)c1)NCCc1ccccc1 | 3 | -7 | i | 66 | i | 0.9 | 10% | 6% | -0.6 | 1087 | ? | -0.1% | -1%
COC(=O)c1c(NC(=O)C(=O)N2CCOCC2)sc2c1CCCC2 | . | . | i | 10 | i | 2.0 | 8% | 4% | . | . | 3.4% | -0.6% | 4%
COc1ccccc1NC(=O)c1sc2ncn(Cc3ccccc3C)c(=O)c2c1C | 18 | 14 | i | 40 | i | 5.5 | 13% | 9% | . | . | -0.1% | 0.1% | -10%
O=C(O)Cc1ccc(O)c(F)c1 | 3 | -17 | i | 19 | i | 2.4 | 5% | 12% | . | . | -0.7% | 0.2% | 0%
COc1ccc(-c2nnc(SCC(=O)NC(C)C)n2CC2CCCO2)cc1OC (centres undefined) | 1 | 8 | i | 36 | i | 0.5 | 5% | 14% | -3.8 | 857 | 0.7% | -0.1% | 2%
c1ccc(-c2ccncc2)nc1 | . | . | i | 49 | i | 1.7 | 0% | . | . | . | 0.8% | . | .
COc1ccc(NC(=O)CC23CC4CC(C2)CC(n2nnc(C)n2)(C4)C3)cc1 | -6 | 3 | i | 52 | i | 0.4 | 11% | 9% | 0.2 | 1073 | 1.2% | -1.2% | -2%
O=C1CCCC/C1=N\Nc1ccc(C2CCCCC2)cc1 | . | . | i | 33 | . | . | . | 7% | -0.3 | 1365 | 6.3% | 0.2% | 8%
Cc1ccc(C)c(NC(=O)CN(C)C(=O)c2ccc(-n3cncn3)c([N+](=O)[O-])c2)c1 | . | . | i | 39 | i | 0.3 | 0% | 11% | . | . | 0.7% | . | -8%
Cc1cccc(C(=O)NC(NCCc2ccccc2)C(Cl)(Cl)Cl)c1 (centres undefined) | 59* | 24* | i | 31 | i | 1.1 | -4% | 11% | -2.6 | 1382 | 9.7% | 0.0% | -2%
O=C(CC1NCCNC1=O)Nc1cccc([N+](=O)[O-])c1 (centres undefined) | -4 | -2 | i | 30 | i | 0.3 | 0% | 7% | -2.2 | 949 | 1.2% | 0.2% | -3%
O=C(N1CCOCC1)C(F)(F)C(=O)N1CCOCC1 | . | . | i | 19 | i | 1.8 | 1% | 0% | 4.0 | 1306 | 0.5% | -0.2% | -5%
CC(=O)Nc1cc(C)nn1-c1nc(C)cc(C)n1 | -1 | 8 | i | 26 | i | 1.0 | 2% | -3% | -3.5 | 1064 | 0.9% | -0.1% | -8%
COc1cccc(C2c3[nH]c4ccccc4c3CCN2Cc2cnn(C)c2)c1 (centres undefined) | . | . | i | 44 | i | 0.0 | 4% | 8% | -0.1 | 1328 | -0.3% | 0.0% | -9%
New compounds follow.
SMILES | WT yeast gro inh | WT yeast gro inh mutant strain | T cell modulator | T cell modulator vesicle-bound % | Myeloid diff MLP | Myeloid diff MLP GFP+ MAC1+ % | MgcRacGAP inhibition | Large T inhibition | bCat nuc transl | bCat nuc transl cell count 5 µM | RSV antiviral HEp-2 | West Nile antiviral | Salmonella PhoP GFP
COc1ccccc1N(CC(O)COc1ccc(C)cc1)S(=O)(=O)c1ccccc1 (centres undefined) | 34 | -9 | i | 58 | i | 0.8 | 13% | 9% | 0.3 | 1103 | 16% | -0.9% | 7%
C=CCn1c(SCC(=O)NCc2ccco2)nc2ccccc2c1=O | -12 | -7 | i | 44 | i | 0.1 | . | 2% | -0.5 | 1059 | 3.4% | 0.9% | 1%
Cc1cccc(CC(=O)N2CCOCC2)c1 | . | . | i | 64 | i | 1.2 | 6% | 10% | . | . | 0.6% | -0.5% | -3%
COc1ccc(NS(=O)(=O)c2c(F)cccc2F)cc1S(=O)(=O)N1CCOCC1 | . | . | i | 28 | i | 0.6 | 2% | . | . | . | 0.8% | . | .
Cc1ccc(NC(=O)c2c(-c3ccccc3Cl)noc2C)nc1 | . | . | i | 50 | i | 0.5 | 6% | 8% | -3.0 | 1257 | 1.9% | -0.3% | -10%
CC(OC(=O)c1nc(Cl)ccc1Cl)C(=O)NC1CCCCC1C (centres undefined) | . | . | i | 29 | i | 0.5 | 2% | . | . | . | 1.4% | . | .
COc1ccc(Cl)cc1/C=C(\C#N)C(N)=O | 0 | -2 | i | 33 | i | 0.5 | 16% | 5% | -1.1 | 1514 | 3.0% | -0.1% | -6%
CN(C)c1cccc(-c2nnc(SCCCC#N)o2)c1 | 3 | 12 | i | 21 | i | 0.4 | 9% | 2% | 1.1 | 1367 | 4.9% | -0.9% | 4%
COc1ccc(NC(=O)COC(=O)C(CC(C)C)N2C(=O)C3CC=CCC3C2=O)cc1Cl (centres undefined) | 24 | 17 | i | 58 | i | 0.9 | 5% | 6% | -0.4 | 569 | 1.3% | -0.8% | -3%
O=C(O)c1ccccc1C(=O)NC1Cc2ccccc2C1 | . | . | i | 51 | i | 0.8 | 15% | 8% | -1.4 | 1103 | 1.4% | -0.1% | -8%
Cc1c(C(=O)OCC(=O)N(CCC#N)c2ccccc2)oc2c1ccc1ccccc12 | 21 | -5 | i | 21 | + | 5.0* | 5% | 3% | -5.6 | 1173 | 7.9% | -0.8% | -2%
COC(=O)c1cccc(NC(=O)c2cccc(N3C(=O)CCC3=O)c2)c1 | . | . | i | 52 | i | 0.7 | 6% | . | . | . | 1.2% | . | .
CCCCn1ccnc1C(=O)c1ccc(S(=O)(=O)N2CCCC2)cc1 | . | . | i | 25 | i | 1.0 | -2% | 31% | -0.5 | 1321 | 2.7% | -0.3% | -10%
CCC(CC)NC(=O)Nc1ccc(C)cc1 | . | . | i | 26 | i | 0.3 | 4% | 23% | -0.3 | 1379 | 2.5% | 0.8% | -10%
CC(C)c1ccc(NC(=O)Nc2cnccn2)cc1 | . | . | i | 65 | i | 1.7 | 9% | 4% | . | . | 1.0% | -0.5% | -3%
CCOc1ccc(OCCCC(=O)NCCc2ccc(OC)cc2)cc1 | . | . | i | 56 | i | 0.5 | 8% | 2% | . | . | 0.4% | -0.5% | -8%
O=C(c1cc(Cl)ccc1O)N1CCN(S(=O)(=O)c2cccs2)CC1 | . | . | i | 56 | i | 0.6 | -4% | 10% | . | . | 2.3% | . | -2%
Cc1cc(NC(=O)[C@H](C)NC(=O)c2ccco2)ccc1Br | . | . | i | 40 | i | 0.6 | 7% | 3% | . | . | 6.2% | -0.8% | 1%
CC1=C(C(=O)OCC(Br)(Br)Br)C(c2cccc([N+](=O)[O-])c2)NC(=O)N1CCCC(=O)O (centres undefined) | . | . | i | 14 | i | 1.4 | 5% | 6% | . | . | -1.0% | 0.0% | .
O=C(Cc1ccc([N+](=O)[O-])cc1)NCC1CCCO1 (centres undefined) | -17 | -5 | i | 28 | i | 0.5 | -1% | 1% | 2.4 | 827 | 1.0% | 0.9% | 4%
Nc1c(C(=O)O)sc2nc(-c3ccc(F)cc3)cc(-c3ccccc3)c12 | . | . | i | 26 | i | 1.8 | -2% | 37% | 1.4 | 1405 | -0.5% | -0.1% | -4%

Three compounds drawn at random from the list so far, as already listed:
SMILES | WT yeast gro inh | WT yeast gro inh mutant strain | T cell modulator | T cell modulator vesicle-bound % | Myeloid diff MLP | Myeloid diff MLP GFP+ MAC1+ % | MgcRacGAP inhibition | Large T inhibition | bCat nuc transl | bCat nuc transl cell count 5 µM | RSV antiviral HEp-2 | West Nile antiviral | Salmonella PhoP GFP
C=CCn1c(SCC(=O)NCc2ccco2)nc2ccccc2c1=O | -12 | -7 | i | 44 | i | 0.1 | . | 2% | -0.5 | 1059 | 3.4% | 0.9% | 1%
Cc1c(C(=O)OCC(=O)N(CCC#N)c2ccccc2)oc2c1ccc1ccccc12 | 21 | -5 | i | 21 | + | 5.0* | 5% | 3% | -5.6 | 1173 | 7.9% | -0.8% | -2%
COC(=O)c1cccc(NC(=O)c2cccc(N3C(=O)CCC3=O)c2)c1 | . | . | i | 52 | i | 0.7 | 6% | . | . | . | 1.2% | . | .
